Screening results as filed in PubChem BioAssay.
CIT2 TOR yeast = yeast TOR pathway CIT2-GFP modulation | S. cerevisiae CIT2-GFP strain, flow cytometry, 3 h; 100 means same as DMSO wells | GFP response vs DMSO, % at 10 µM | 320,000 compounds, 0.065% hits | AID 2029;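 active = GFP response relative to DMSO above a set limit, near the screen mean plus 3 SD, cut at about 150% in these data; inconclusive = Fewer than 70 cells measured for a yeast strain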;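 also: ratio of well median GFP fluorescence to mean of DMSO wells on the plate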
Yeast superoxide = yeast age-related superoxide inhibition as caloric restriction mimetic; S. cerevisiae aged cells, superoxide DHE fluorescence; hits give low values; superoxide response (% of plate mean), % at 10 µM; 330,000 compounds, 0.18% hits; AID 2690;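 active = superoxide response under a set limit, about three screen SD below normal, cut at about 65% in these data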;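 also: yeast aged for seven days with compound at 30 °C before DHE staining; 100% = average MFI of all compound-treated wells on the plate with controls excluded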
AGP1-GFP MLPCN = alters AGP1-GFP fluorescence in TOR pathway yeast screen. 320,000 compounds, 0.02% hits. S. cerevisiae AGP1-GFP multiplex flow cytometry, 3 h; GFP as percent of DMSO wells. GFP response vs DMSO, % at 10 µM. AID 2066;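 active = GFP response relative to DMSO above a set limit, near screen average plus 3 SD, cut at about 150% in these data; inconclusive = fewer than 70 cells counted for the yeast strain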;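 also: median GFP channel fluorescence of the gated AGP1 strain per well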
GRK2 inh = inhibitors of human GRK2 displacing RNA aptamer | inhibition of aptamer binding, % at 10 µM | bead flow cytometry, FAM-aptamer displacement from GRK2 | 330,000 compounds, 0.59% hits | P25098;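 active = inhibition of aptamer binding above 40%, roughly 3 SD of noise, on plates passing a quality check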;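 also: median bead fluorescence of bound FAM aptamer so fluorescent compounds give negative values; no value below 0 was filed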
Target sequence (P25098 whole entry, looked up): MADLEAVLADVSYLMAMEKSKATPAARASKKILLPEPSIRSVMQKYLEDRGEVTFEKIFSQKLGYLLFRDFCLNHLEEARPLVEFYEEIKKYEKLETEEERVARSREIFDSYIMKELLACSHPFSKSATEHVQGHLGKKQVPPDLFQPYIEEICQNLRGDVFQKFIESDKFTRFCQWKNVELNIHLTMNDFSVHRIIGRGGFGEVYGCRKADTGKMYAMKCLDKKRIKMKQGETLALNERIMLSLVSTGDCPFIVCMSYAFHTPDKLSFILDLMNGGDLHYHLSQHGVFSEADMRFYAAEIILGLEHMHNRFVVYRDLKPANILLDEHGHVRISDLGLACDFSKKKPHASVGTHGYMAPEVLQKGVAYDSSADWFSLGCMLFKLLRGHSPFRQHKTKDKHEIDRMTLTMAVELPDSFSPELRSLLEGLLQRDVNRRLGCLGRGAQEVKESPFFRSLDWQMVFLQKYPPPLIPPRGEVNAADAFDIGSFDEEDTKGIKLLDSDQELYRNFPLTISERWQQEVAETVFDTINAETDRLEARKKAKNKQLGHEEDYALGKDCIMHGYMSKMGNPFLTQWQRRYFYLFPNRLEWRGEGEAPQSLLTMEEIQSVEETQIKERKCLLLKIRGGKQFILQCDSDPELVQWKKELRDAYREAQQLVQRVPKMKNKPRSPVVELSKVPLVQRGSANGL
VLA-4 inh = inhibition in a human VLA-4 binding assay | 330,000 compounds, 0.2% hits | P13612 | VLA-4 expressing cells, ligand binding flow cytometry | AID 2557 | inhibition, % (about 7 µM as worked out from the volumes in the protocol); in the data active = inhibition above about 50%
MEP2 TOR yeast = alters MEP2-GFP fluorescence in TOR pathway yeast screen; AID 2016; GFP response vs DMSO, % at 10 µM; 330,000 compounds, 0.51% hits; S. cerevisiae MEP2-GFP strain, flow cytometry GFP, 3 h; 100% = DMSO control level;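 active = GFP response versus DMSO above a set limit, roughly screen mean plus 3 SD, cut at about 180% in these data; inconclusive = fewer than 70 cells counted for a yeast strain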;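 also: median GFP fluorescence of the barcode-gated MEP2-GFP cells per well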
LAP4-GFP MLPCN = modulators of TOR pathway LAP4-GFP in S. cerevisiae | S. cerevisiae LAP4-GFP multiplex, flow cytometry GFP, 3 h; median GFP as percent of DMSO wells | GFP response vs DMSO, % at 10 µM | 320,000 compounds, 0.34% hits | AID 2023;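 active = GFP response vs DMSO above a set limit, about the screen mean plus 3 SD, cut at about 150% in these data; inconclusive = under 70 cell events counted for the yeast strain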
RPL19A-GFP yeast = alters RPL19A-GFP fluorescence in TOR pathway yeast screen. S. cerevisiae RPL19A-GFP strain, flow cytometry, 3 h; hits give low values. percent response vs DMSO, % at 10 µM. 330,000 compounds, 0.3% hits;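 active = percent response vs DMSO below 50%; inconclusive = fewer than 70 events counted for the yeast strain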;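 also: median channel GFP fluorescence of the barcoded RPL19A-GFP strain; ratio of sample median GFP to plate DMSO average so 100% = DMSO; lower means less RPL19A-GFP as with rapamycin TOR inhibition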
An asterisk follows results filed as active; ? = inconclusive; · = not tested or not shown; & = joins results of further samples; [ ] = remark or other dose.

Each structure is followed by: AGP1-GFP MLPCN | MEP2 TOR yeast | GRK2 inh | LAP4-GFP MLPCN | Yeast superoxide | CIT2 TOR yeast | RPL19A-GFP yeast | VLA-4 inh
CCOc1cc2c(cc1OCC)-n1cccc1C(c1ccc(C(C)C)cc1)NC2 (stereo not given)
→ 111 | 119 | 0 | 103 | 85 | 127 | 116 | 7
Cc1cc(N2CCOCC2)ccc1/C=C1\C(=O)NC(=O)N(c2ccccc2)C1=O
→ 100 | 99 | 1 | 106 | 108 | 92 | 96 | -3
Cc1cccc(OP(=O)(NCc2ccccc2)Oc2cccc(C)c2)c1
→ 102 | 102 | 0 | 97 | 109 | 94 | 108 | 13
COC(=O)c1ccc(N2CCN(C)CC2)c([N+](=O)[O-])c1
→ 103 | 98 | 2 | 102 | 100 | 100 | 100 | -9
CC(C)CCNC(=O)c1c(N)n(CC2CCCO2)c2nc3ccccc3nc12 (stereo not given)
→ 105 | 101 | 0 | 106 | 107 | 108 | 105 | -3
O=P(/C(=N/O)N1CCOCC1)(N1CCOCC1)N1CCOCC1
→ 101 | 102 | 4 | 94 | 93 | 106 | 104 | 2
C[C@]12CCC3[C@@H](CCC4=CC(=O)CC[C@@]43C=O)C1CCC2=O (stereo not given in full)
→ 86 | 103 | 0 | 97 | 114 | 91 | 107 | 7
COc1ccc(CNC(=O)CCC(=O)N2C[C@H]3C[C@H](C2)c2cccc(=O)n2C3)cc1OC
→ 98 | 110 | 1 | 104 | 101 | 93 | 97 | 10
CCN1CCN(c2ccc([N+](=O)[O-])cc2C#N)CC1
→ 103 | 101 | 0 | 100 | 98 | · | 98 | 13
CC(=NCCCO)c1c(O)[nH]c(=O)[nH]c1=O
→ 101 | 100 | 0 | 111 | 91 | 97 | 101 | -1
COc1cccc(CN2CCNCC2)c1OC
→ 99 | 102 | 1 | 84 | 95 | 105 | 102 | 5
COC(=O)C1=C(c2ccc(F)cc2OCc2ccccc2)C[C@@H]2CC[C@H]1N2C(=O)N1CCC(C)CC1
→ 101 | 97 | 0 | 103 | 90 | 94 | 95 | 6
CC(C)NS(=O)(=O)c1ccc(OCC(=O)N2CCN(C)CC2)cc1
→ 102 | 100 | 1 | 104 | 107 | 95 | 99 | 13
COc1ccc(-n2c(/C=C3\C(=O)Nc4ccccc43)nc3ccccc3c2=O)cc1
→ 114 | 116 | 2 | 109 | 112 | 100 | 105 | -11
COc1ccc(/C=N/N=C(/N)N[N+](=O)[O-])c(OC)c1
→ 98 | 101 | 1 | 99 | 98 | 96 | 91 | 2
CC(C)CNC(=O)c1c(N)n(Cc2ccc3c(c2)OCO3)c2nc3ccccc3nc12
→ · | 107[may fluoresce violet] | 1 | 94[may fluoresce violet] | 93 | ? | 92[may fluoresce violet] | 0
COc1ccc(C2SCC(=O)Nc3c2c(C)nn3C2CCOC(C)(C)C2)cc1 (stereo not given)
→ 99 | 99 | 0 | 90 | 107 | 89 | 97 | 18
Cc1ccc(N)c(N)c1
→ 92 | 91 | 1 | 102 | 102 | 80 | 95 | 27
Cc1cccc(N2CCN(CCc3ccccc3)CC2)c1C
→ 105 | 116 | 0 | 102 | 137 | 101 | 108 | -3
O=C(CCC(=O)N1CCC2(CC1)OCCO2)Nc1nnc(C2CCCCC2)s1
→ 92 | 99 | 3 | 94 | 103 | 90 | 91 | 4
COc1ccc(-c2nn(CCC#N)cc2C(=O)NCc2ccccc2)cc1OC
→ 96 | 99 | 0 | 89 | 104 | 97 | 96 | 9
CC(C)(C)c1ccc(OC(=O)N2CCCCC2)cc1
→ 104 | 97 | 2 | 110 | 98 | 80 | 92 | -1
O=c1c2ccccc2nc(CNCc2ccco2)n1-c1ccc(F)cc1
→ 99 | 95 | 8 | 91 | 99 | 91 | 99 | 11
CN1CCc2c(c(N3CCCCC3)nc3n[nH]c(N)c23)C1
→ 97 | 96 | 0 | 94 | 74 | 97 | 97 | 2
COc1ccc(-n2c(O)c(C=Nc3c(C)n(C)n(-c4ccccc4)c3=O)c(=O)[nH]c2=O)cc1
→ 89 | 98 | 0 | 85 | 109 | 88 | 93 | 12
O=C1NC(=O)C2(C(=O)N1)C(c1ccc(F)cc1)NC(=S)NC2c1ccc(F)cc1 (stereo not given)
→ 97 | 101 | 5 | 94 | 87 | 106 | 97 | -1
C=CCn1c(=O)c(C=Nc2cccnc2Cl)c(O)n(CCCC)c1=O
→ 95 | 107 | 0 | 97 | 115 | 104 | 104 | 6
COC(=O)C1=C(c2ccc(OC)c(OC)c2)C[C@@H]2CC[C@H]1N2C(=O)NCCCOC(C)C
→ 100 | 96 | 1 | 103 | 94 | 93 | 95 | 0
O=C(c1cc(F)ccc1F)C1CCCN(Cc2cccc(Cl)c2)C1 (stereo not given)
→ 102 | 93 | 1 | 112 | 98 | 94 | 98 | -2
Cc1ccnc(-n2c(-c3ccccc3)nc3ccccc3c2=O)c1
→ 92 | 93 | 0 | 95 | 94 | 94 | 97 | ·
O=C(c1ccco1)c1cn(Cc2ccccc2)c2ccccc12
→ 92 | 96 | 4 | 100 | 98 | 89 | 95 | 9
Cc1cc(C)nc(N2Cc3ccccc3C2=N)n1
→ 103 | 86 | 1 | 105 | 105 | 90 | 100 | 0
CCN(CC)P(=O)(Oc1ccccc1)Oc1ccccc1
→ 113 | 98 | 0 | 116 | 86 | 93 | 101 | 10
CC1CN=C(NCCc2ccccc2)S1 (stereo not given)
→ 99 | 103 | 0 | 94 | 108 | 98 | 99 | 1
CC1(C)CC(CCNCc2ccc3c(c2)OCO3)(Cc2ccccc2)CCO1 (stereo not given)
→ 105 | 99 | 0 | 108 | 128 | 99 | 102 | 13
Cc1cnc(NC(=O)CN2CCCCC2)s1
→ 94 | 104 | 0 | 89 | 100 | 101 | 105 | -5
CC(Cc1ccccc1)N1C(=O)c2ccccc2C1=O (stereo not given)
→ 100 | 101 | 0 | 103 | 99 | 94 | 101 | -4
C=C1[C@@H](OC(C)=O)[C@]23C[C@@H]1[C@@H](OC(C)=O)CC2[C@]12C4C[C@H]3[C@H]1N(CC)C[C@]4(C)CC[C@@H]2O (stereo not given in full)
→ 103 | 109 | 2 | 108 | 94 | 102 | 101 | -8
CC(C)C/C(=N/O)c1c[nH]c2ccccc12
→ · | 114 | 2 | 120 | 81 | 108 | 102 | 12
Cc1ccc(OCCOc2cccc(C=C3C(=O)NC(=O)NC3=O)c2)cc1
→ 98 | 101 | 1 | 102 | 101 | 95 | 102 | 4
O=C(CNC(=O)c1ccc(Cl)cc1)Nc1ccc(Br)cc1C(=O)c1ccccc1
→ 108 | 112 | 0 | 104 | 91 | 103 | 105 | -3
O=C(CCN1CCCCC1)Nc1ccc(Cl)cc1C(=O)c1ccccc1
→ 92 | 98 | 0 | 104 | 87 | 92 | 102 | -6
CN1C(=O)C(=Cc2ccccc2OCc2ccc(C(=O)O)cc2)C(=O)N(C)C1=O
→ 95 | 95 | 1 | 96 | 89 | 92 | 93 | 0
O=C1CC(=O)N(Cc2ccccc2)C(=S)N1
→ 95 | 91 | 1 | 89 | 89 | 90 | 96 | 4
C[C@H]1CCC/C=C/[C@@H]2C[C@H](O)C[C@H]2[C@H](O)/C=C/C(=O)O1
→ 91&86 | 94&92 | 0&0 | 106&99 | 98&96 | 90&84 | 103&95 | 14&-8
CCOC(=O)C1=C(N)Oc2cc(C)oc(=O)c2C12C(=O)N1c3c(cccc32)C(C)CC1(C)C (stereo not given)
→ ? | 89[may fluoresce violet] | 0 | 87[may fluoresce violet] | 99 | ? | 81[may fluoresce violet] | -3
Cc1cccc(-n2c(O)c(C=NCCCN3CCOCC3)c(=O)[nH]c2=O)c1C
→ 106 | 108 | 1 | 106 | 90 | 99 | 99 | -12
Cc1cccc(-n2c(O)c(C=Nc3ccc(Br)cn3)c(=O)[nH]c2=O)c1
→ 99 | 99 | 3 | 99 | 113 | 99 | 96 | 11
O=C(NC(=C(Cl)Cl)P(=O)(c1ccccc1)c1ccccc1)c1ccccc1
→ 99 | 97 | 1 | 93 | 109 | 99 | 102 | 5
COc1cccc(NC(=O)N2CCC3(CC2)OCCO3)c1
→ 107 | 108 | 0 | 98 | 97 | 103 | 104 | -4
CCOC(=O)C1(Cc2ccc(Cl)cc2)CCN(C(C)CCn2cccn2)CC1 (stereo not given)
→ 89 | 96 | 0 | 89 | 98 | 96 | 93 | 4
CN1C(=O)NC(=O)/C(=C/c2ccc([N+](=O)[O-])o2)C1=O
→ 107 | 96 | 0 | 111 | 92 | 91 | 89 | 0
CCN(CC)C(=O)c1ccc(NC(=S)NC(=O)CCc2ccccc2)cc1
→ 102 | 108 | 2 | 107 | 91 | 97 | 102 | 14
NS(=O)(=O)c1ccc(-c2ccc(C=C3C(=O)NC(=S)NC3=O)o2)cc1
→ 88 | 97 | 2 | 106 | 112 | 79 | 98 | -15
CNC(=O)Oc1ccc(C(=O)N2c3ccccc3NC(=O)C2C)cc1 (stereo not given)
→ 103 | 100 | 2 | 92 | 97 | 97 | 101 | 4
C=CCn1c(O)c(/C(CC)=N/NC(=S)Nc2ccccc2)c(=O)[nH]c1=O
→ 111 | 102 | 1 | 110 | 91 | 96 | 101 | -2

An excerpt from above in order of SMILES length, rising:
Each structure is followed by: AGP1-GFP MLPCN | MEP2 TOR yeast | GRK2 inh | LAP4-GFP MLPCN | Yeast superoxide | CIT2 TOR yeast | RPL19A-GFP yeast | VLA-4 inh
CC1CN=C(NCCc2ccccc2)S1 (stereo not given)
→ 99 | 103 | 0 | 94 | 108 | 98 | 99 | 1
O=C(CCN1CCCCC1)Nc1ccc(Cl)cc1C(=O)c1ccccc1
→ 92 | 98 | 0 | 104 | 87 | 92 | 102 | -6
CCN(CC)C(=O)c1ccc(NC(=S)NC(=O)CCc2ccccc2)cc1
→ 102 | 108 | 2 | 107 | 91 | 97 | 102 | 14
Cc1ccc(OCCOc2cccc(C=C3C(=O)NC(=O)NC3=O)c2)cc1
→ 98 | 101 | 1 | 102 | 101 | 95 | 102 | 4
CCOC(=O)C1=C(N)Oc2cc(C)oc(=O)c2C12C(=O)N1c3c(cccc32)C(C)CC1(C)C (stereo not given)
→ ? | 89[may fluoresce violet] | 0 | 87[may fluoresce violet] | 99 | ? | 81[may fluoresce violet] | -3

Compounds shown so far that contain a furan ring, fused or not, in the order listed:
Each structure is followed by: AGP1-GFP MLPCN | MEP2 TOR yeast | GRK2 inh | LAP4-GFP MLPCN | Yeast superoxide | CIT2 TOR yeast | RPL19A-GFP yeast | VLA-4 inh
O=c1c2ccccc2nc(CNCc2ccco2)n1-c1ccc(F)cc1
→ 99 | 95 | 8 | 91 | 99 | 91 | 99 | 11
O=C(c1ccco1)c1cn(Cc2ccccc2)c2ccccc12
→ 92 | 96 | 4 | 100 | 98 | 89 | 95 | 9
CN1C(=O)NC(=O)/C(=C/c2ccc([N+](=O)[O-])o2)C1=O
→ 107 | 96 | 0 | 111 | 92 | 91 | 89 | 0
NS(=O)(=O)c1ccc(-c2ccc(C=C3C(=O)NC(=S)NC3=O)o2)cc1
→ 88 | 97 | 2 | 106 | 112 | 79 | 98 | -15

These rows are one share of the data; count on the stated rates, not on these rows.
